V1R ag counter = activates human V1a receptor in oxytocin agonist counter-screen; P37288; CHO-V1R cells, Fluo-8 calcium fluorescence, agonist mode; 0% DMSO, 100% 3 nM vasopressin; activation, % at 3 µM; 320,000 tested, 0.25% active;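 active means activation above the mean activation of all tested compounds plus 3 SD, per screening run, cut at about 20% in these data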;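 further: signal is peak over basal fluorescence ratio across a 100 second FLIPR read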
Target sequence (P37288 whole entry, looked up): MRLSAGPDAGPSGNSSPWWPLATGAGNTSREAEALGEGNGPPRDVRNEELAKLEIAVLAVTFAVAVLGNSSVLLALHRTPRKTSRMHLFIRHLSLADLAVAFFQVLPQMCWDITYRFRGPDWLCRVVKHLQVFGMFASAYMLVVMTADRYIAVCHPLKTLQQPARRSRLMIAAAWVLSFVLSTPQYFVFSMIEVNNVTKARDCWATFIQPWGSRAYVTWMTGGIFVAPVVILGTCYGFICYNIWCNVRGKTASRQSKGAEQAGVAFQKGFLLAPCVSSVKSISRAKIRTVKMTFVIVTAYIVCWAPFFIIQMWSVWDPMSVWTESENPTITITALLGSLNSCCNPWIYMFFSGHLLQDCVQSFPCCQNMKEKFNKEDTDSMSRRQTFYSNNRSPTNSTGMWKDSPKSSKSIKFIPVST
M1 PAM = potentiates human M1 receptor response to acetylcholine; CHO-K1 hM1, Fluo-8 calcium fluorescence, ACh EC20; 0% = ACh EC20, 100% = maximal ACh; activation, % at 3 µM; 360,000 tested, 0.088% active; AID 588819; in the data active means activation above about 19%, passing the limit was not always enough
Target sequence (P11229 whole entry, looked up): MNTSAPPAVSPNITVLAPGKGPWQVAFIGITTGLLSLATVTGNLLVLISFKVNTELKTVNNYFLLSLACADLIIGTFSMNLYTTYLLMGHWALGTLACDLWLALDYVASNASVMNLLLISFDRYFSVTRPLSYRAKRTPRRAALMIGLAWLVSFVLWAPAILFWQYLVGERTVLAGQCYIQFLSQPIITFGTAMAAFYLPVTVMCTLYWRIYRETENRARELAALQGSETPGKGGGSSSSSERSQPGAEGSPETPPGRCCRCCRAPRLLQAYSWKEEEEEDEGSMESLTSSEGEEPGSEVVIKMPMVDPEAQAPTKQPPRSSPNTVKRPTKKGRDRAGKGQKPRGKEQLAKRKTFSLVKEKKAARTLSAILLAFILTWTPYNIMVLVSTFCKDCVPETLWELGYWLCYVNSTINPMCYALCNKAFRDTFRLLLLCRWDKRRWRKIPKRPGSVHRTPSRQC
TAAR1 agonist = human TAAR1 agonism; CHO RD-HGA16 TAAR1, Fluo-8 calcium fluorescence; vehicle wells 0%, saturating PEA agonist 100%; activation, % at 3 µM; 360,000 tested, 0.99% active; AID 624467;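 active means activation above the mean activation of all test compounds in the run plus 3 SD, cut at about 38% in these data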
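System: CHO RD-HGA16 cells carrying human TAAR1 plus Gα16; Incubation: 17-24 h seeding, 75 min 37 °C dye, 30 min RT; Measured by: Fluo-8 fluorescence, 5 s baseline then 140 s kinetic read; Control set: DMSO and PEA EC100; Replication: single well for each compound.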
OXTR ag = activates the human oxytocin receptor; P30559; 320,000 tested, 0.32% active; activation, % at 3 µM; CHO-OTR cells, Fluo-8 calcium fluorescence; normalized: DMSO 0%, oxytocin 100%;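 active means activation above the mean of all tested compounds plus 3 SD, cutoff set per screening run, cut at about 20% in these data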;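 further: peak over basal fluorescence ratio from a 100 s FLIPR kinetic read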
M1 ag = activates human CHRM1 receptor. P11229. 360,000 tested, 0.33% active. CHO-K1 hM1, Fluo-8 calcium fluorescence, agonist mode; 0% DMSO, 100% acetylcholine EC100. activation, % at 3 µM;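 active means activation above the run's mean compound activation plus 3 SD, cut at about 16% in these data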;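 further: peak over basal fluorescence ratio within a 140 s kinetic read after compound addition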
M1 antag = antagonists of human M1 muscarinic receptor | CHO-K1 hM1, Fluo-8 calcium fluorescence, ACh EC80 antagonist | inhibition, % at 3 µM | 360,000 tested, 1.3% active;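 active means percent inhibition above its own plate's cutoff, namely the mean of that plate's compound wells plus 3 SD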;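 further: peak over basal fluorescence ratio during 140 s after agonist addition; 0% = ACh EC80 plus DMSO and 100% = DMSO alone without agonist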
CHO parental Ca = counter-screen: ATP calcium response change in parental CHO cells; parental CHO-K1, ATP-induced calcium, Fluo-8 fluorescence; inhibition, % at 5.6 µM; 330,000 tested, 0.63% active; AID 463079;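 active means inhibition above that plate's mean sample inhibition plus 3 SD, cut at about 26% in these data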;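 further: 0% = ATP-challenged DMSO wells and 100% = DMSO wells without ATP; some compounds past the cut are filed as inactive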
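Material: Parental CHO cells | Reagent: ATP | Compound dosing: Single nominal dose of 5.6 µM per compound | Detection: Intracellular calcium via Fluo-8 no-wash fluorescent dye | Read-out: % inhibition of ATP-induced calcium mobilization | Benchmarks: Low control ATP plus DMSO, high control DMSO only | Replicates: Singlicate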
TAAR1 antagonist = antagonists of human TAAR1 | Q96RJ0 | CHO RD-HGA16 TAAR1, Fluo-8 calcium fluorescence, antagonist | inhibition, % at 3 µM | 360,000 tested, 1.5% active;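 active means inhibition above a per-plate cutoff, the mean inhibition of test compounds on that plate plus 3 SD, cut at about 49% in these data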;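 further: 0% = DMSO plus EC80 beta-PEA response and 100% = DMSO alone without agonist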
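Test system – hTAAR1-expressing CHO RD-HGA16 cells, Gα16-coupled · Also added – β-PEA at EC80 concentration, post-compound challenge · Compound – 3 µM, single point · Incubation – dye loading 75 min at 37 °C, then 30 min room temperature · Measured by – Fluo-8 intracellular calcium dye fluorescence, real-time kinetic reads · Benchmarks – vehicle and agonist controls · Replicates – singlicate, one well per test compound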
OXTR potentiator = potentiates the human oxytocin receptor response; P30559; CHO-OTR cells, Fluo-8 calcium fluorescence, potentiator mode; 0% = oxytocin EC15, 100% = EC100; activation, % at 3 µM; 320,000 tested, 0.061% active;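 active means activation above that plate's cutoff, the mean activation of tested compounds plus 3 SD, cut at about 6.6% in these data, passing the limit was not always enough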;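 further: 100% uses oxytocin at 75 nM as the full agonist control; some results filed as inactive read as strong as hits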
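Dosing: Single dose, 3.0 µM nominal final compound concentration | Material: Human OTR in CHO cells | Technique: Kinetic Fluo-8 calcium fluorescence | Benchmarks: EC15 oxytocin alone as 0%, 75 nM oxytocin as 100% | Probe or stimulus: Oxytocin at about EC15, sub-maximal agonist stimulus | Incubation: Compound 6 min at room temperature before oxytocin, 100 s read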
Starred values were filed as active, the others as inactive; / = not tested or not shown.

Preview (3 entries):
SMILES	V1R ag counter	M1 PAM	TAAR1 agonist	OXTR ag	M1 ag	M1 antag	CHO parental Ca	TAAR1 antagonist	OXTR potentiator
O=C(O)C1CC=CCC1C(=O)NCCCCc1ccccc1 (configuration not stated)	0.1	2	25	-0.5	-7	1	6	13	-11
Nc1c(C(=O)NCc2ccccc2)nnn1Cc1cccc(Cl)c1	2.6	9	3	2.9	8	-17	-12	-27	-7
O=[N+]([O-])c1ccc(-n2nnnc2-c2ccccc2)c([N+](=O)[O-])c1	-0.2	-2	8	0.6	-8	-5	-12	-2	0

Main list, repeating the preview:
SMILES	V1R ag counter	M1 PAM	TAAR1 agonist	OXTR ag	M1 ag	M1 antag	CHO parental Ca	TAAR1 antagonist	OXTR potentiator
O=C(O)C1CC=CCC1C(=O)NCCCCc1ccccc1 (configuration not stated)	0.1	2	25	-0.5	-7	1	6	13	-11
Nc1c(C(=O)NCc2ccccc2)nnn1Cc1cccc(Cl)c1	2.6	9	3	2.9	8	-17	-12	-27	-7
O=[N+]([O-])c1ccc(-n2nnnc2-c2ccccc2)c([N+](=O)[O-])c1	-0.2	-2	8	0.6	-8	-5	-12	-2	0
Cc1ccc(S(=O)(=O)N(C)C)cc1NC(=O)CSc1ncc(C(F)(F)F)cc1Cl	2.2	1	3	-0.6	-6	-6	-18	1	-9
Cc1ccc(C(=O)C2=C(O)C(=O)N(CCCN(C)C)C23C(=O)N(C)c2ccccc23)o1 (configuration not stated)	-0.5	14	2	0.8	3	-39	4	-1	-6
Nc1c(N2CCOCC2)cc(Cl)c2nonc12	-0.5	8	12	-0.7	4	-15	-3	11	-6
CN(C)/C=C/C(=O)c1ncc(C(F)(F)F)cc1Cl	-0.5	0	-3	1.1	-3	12	-5	18	-4
O=C1C=C(c2cccc(Cl)c2O)C[C@@H](c2ccc3c(c2)OCO3)C1	0.1	-3	6	-0.1	-6	0	-6	27	-6
Cc1ccc(CNC(=O)C2CCCN2S(=O)(=O)c2ccc(F)cc2)cc1 (configuration not stated)	-0.1	12	4	-0.7	-3	-18	1	-10	-4
Cc1ccc(NC(=O)C(=O)NCc2ccc(/C=N/NC(=O)c3c(C)nc4cc(C)ccn34)o2)cc1	-0.4	/	-2	-0.1	/	/	-30	-10	-3
NNC(=S)NC1CCCCC1	0.1	6	-1	-1.0	0	4	0	17	-22
CCc1noc(C)c1C(=O)Nc1ccc(-c2nnc3n2CCCCC3)cc1	-0.4	4	1	-1.1	-8	-5	-5	-9	-7
Cc1ccc(OCC(=O)N(C)C2CCCCC2)c([N+](=O)[O-])n1	1.4	13	5	-0.5	-1	-22	-17	-9	1
CCCCc1ncc(CN2CCC(CC3CCCCO3)(C(=O)OCC)CC2)[nH]1 (configuration not stated)	-0.2	5	0	-1.0	-7	7	-17	11	-11
Cc1ccc(C)c(NC(=O)/C(C#N)=C/c2ccc(Sc3nncn3C)c([N+](=O)[O-])c2)c1	-0.4	/	/	-0.7	/	/	-13	/	-8
CC1(C)C2CCC(C2)C1(C)NC(=O)CNCc1cccs1 (configuration not stated)	0.2	11	4	-1.1	-7	-9	-16	-15	-10
Cc1ccccc1OCC(=O)OC1CCN(C)CC1	-0.1	-18	-3	1.4	-6	32*	-24	2	-4
N/C(=N\OC(=O)CCCOc1ccccc1)c1ccc(Br)cc1	1.2	4	12	-1.4	-3	-6	-4	14	-6
COc1cccc(NC(=O)c2ccccc2-c2nc(-c3ccc(F)cc3)no2)c1	-0.3	-10	/	-0.2	-5	24	-9	/	-7
CCCC(=O)Nc1cc(OC)c(NC(=S)Nc2cccc(C)c2)cc1OC	/	7	-1	/	-2	-16	/	-37	/
Cc1cc(C)cc(NC(=O)C[n+]2ccccc2)c1	/	2	6	/	-7	-3	/	3	/
Cc1ccc(S(=O)(=O)N2C[C@H]3[C@H]4C(=O)N(c5ccccc5)C(=O)[C@H]4C[C@H](OC(=O)NCc4ccccc4)[C@@]3(O)C2)cc1	/	-1	2	/	-4	0	/	23	/
COc1ccc(NC(=O)c2cc(Cl)ccc2Cl)c([N+](=O)[O-])c1	-1.0	12	0	1.0	-3	-15	-8	1	-5
COc1ccc(C2CC(=O)Oc3c(C(CCN4CCCCC4)c4ccc(N(C)C)cc4)c(OC)cc(OC)c32)cc1 (configuration not stated)	-0.5	0	13	0.7	-7	4	-21	-12	-1
CC(=O)c1ccc(N2CCN(CN3C(=O)CC4(CCCC4)C3=O)CC2)c(F)c1	-0.5	-2	23	0.3	-5	-5	-6	2	1
O=[N+]([O-])c1ccc(C2=Nn3cnnc3SC2)cc1	1.0	10	0	-0.3	0	-18	-8	-27	-6
O=C1NCCC/C1=N/Nc1ccc(F)cc1	0.1	/	3	-0.9	/	/	-11	14	5
COc1ccc(C(=O)NCCCN(C)CCCNC(=O)c2ccc(OC)cc2)cc1	-0.8	11	-1	1.2	-9	-16	-8	7	1
COc1ccccc1NCc1nnc(SCC(=O)N/N=C/c2ccco2)n1-c1ccc(Cl)cc1Cl	0.5	14	1	0.3	-1	-11	-21	-7	-13
N#Cc1ccccc1NC(=O)CNc1ccc(Cl)c(C(F)(F)F)c1	3.4	-16	3	1.6	-4	2	-7	-8	-5
CN(C)C(=O)COC(=O)c1ccc(S(=O)(=O)NCc2ccco2)cc1	0.7	2	0	0.8	-1	-10	-1	7	-2
COc1cccc(C(=O)O/N=C(\N)c2ccncc2)c1	-0.7	7	15	0.0	-3	-8	-10	11	-4
COC(=O)c1cc(NC(=O)CC2C(=O)NCCN2C(=O)c2ccccc2)cc(C(=O)OC)c1 (configuration not stated)	-0.9	5	3	-0.1	-3	-4	8	1	-13
CN(CCNC(=O)C1CC(=O)N(C2CCCC2)C1)Cc1ccccc1 (configuration not stated)	1.0	-6	0	0.2	-10	9	5	10	-5
Cc1cccc(NC(=O)c2sc3nc(N)c(C#N)cc3c2N)c1	0.1	4	6	-1.2	-2	1	-19	-1	-4
O=C(CSc1c(F)c(F)cc(F)c1F)Nc1ccc(C2SCCS2)cc1	-0.8	0	13	-1.4	-5	-4	10	26	-12
COc1ccc(C(=O)c2ccccc2)cc1	-0.9	9	-4	-1.6	-8	-10	-1	-5	5
O=C(CC1SC(=NCCc2ccccc2)N(/N=C/c2cccs2)C1=O)Nc1ccc(Cl)cc1 (configuration not stated)	2.9	0	0	1.5	-1	1	1	-25	4
Cc1n[nH]c(=O)c2c(NC(=O)CSc3c(Cl)cccc3Cl)oc(C)c12	-0.4	-2	9	-0.8	5	-2	-21	37	-7
C=C(C)C1CC=C(C)/C(=N/NC(=O)CCC(=O)Nc2ccccc2Cl)C1 (configuration not stated)	-0.6	10	-1	-0.8	2	3	-17	-21	-11
CCN(CC)c1ccc(NC(=S)NC(=O)c2cccs2)cc1	0.9	0	5	-0.4	-4	8	-23	0	0
C=CCNC(=O)/C(C#N)=C/c1c(N2CC(C)OC(C)C2)nc2ccccn2c1=O (configuration not stated)	1.6	5	30	-0.7	-9	-3	-10	-5	-5
COc1ccc(CCN2CC(C(=O)OCC(=O)c3c(N)n(CC(C)C)c(=O)n(C)c3=O)CC2=O)cc1OC (configuration not stated)	/	10	3	/	-3	-10	/	9	/
CCCCn1nc2cc(C(=O)NCc3ccc(OC)cc3)ccc2c1OCC	-1.0	2	7	-2.6	-7	0	-17	-3	8
CC(CNC(=O)C1CCCN(S(=O)(=O)N2CCOCC2)C1)c1ccccc1 (configuration not stated)	0.3	5	1	-0.4	-1	-7	-15	6	-6
Cc1ccc([N+](=O)[O-])cc1Nc1nc(N2CCCC2)nc(N2CCCC2)n1	0.3	2	0	-1.3	-4	-3	-10	-22	-5
Cc1sc2ncn(CC(=O)Nc3cccc(S(N)(=O)=O)c3)c(=O)c2c1-c1ccccc1	0.8	7	1	-0.5	-4	-11	-8	-13	-3
COc1cc2c(cc1OC)-c1cc(N3CCc4ccccc43)nc(=O)n1CC2	-0.8	13	4	-1.2	-2	-19	-9	2	-3
Cc1ccccc1-n1nc2c(c1NC(=O)CC(C)C)CS(=O)C2 (configuration not stated)	0.7	-1	1	0.6	-2	-2	1	-8	-6
COc1ccc(NC(=O)CN(C)C(=O)CN2C(=O)NC3(CCCC3)C2=O)cc1	0.9	18	0	1.1	2	-15	-3	-9	2
COc1cccc(NC(=S)N(Cc2ccc(C(=O)O)cc2)Cc2ccc(OC)c(OC)c2)c1	0.2	9	1	0.2	-2	-5	1	-8	-6
CCCCCCC1CCC(C(=O)NC(CCSC)C(=O)NC(C(=O)OC)C(C)C)CC1 (configuration not stated)	-0.3	8	0	-0.3	-2	-6	-10	-8	-8
O=C(NC(CC1CCCCC1)C(=O)O)c1ccccc1 (configuration not stated)	0.7	-2	20	0.9	-1	8	-8	-7	-6
NC(N)=NC(=O)c1nc(Cl)c(N2CCCCCC2)nc1N	0.3	1	5	0.0	-8	-24	-17	-13	-10
O=C(O)c1cc(O)ccc1-c1ccc(O)cc1	0.3	2	0	0.0	-2	-2	-2	5	-1
CCNC(=S)N/N=C/c1sc(N2CCCCC2)nc1-c1cccs1	1.8	5	6	0.5	-6	-5	-16	0	-6
CN(C)c1ncc(C2=C(Cl)C(=O)C(N3CCCC3)=C(Cl)C2=O)s1	-0.3	6	2	0.3	-2	-8	-1	1	-1
NC(N)=N/N=C/c1ccc(OCc2ccccc2Cl)cc1	1.7	-17	50*	1.7	-8	20	15	-11	-2
O=C(O)c1cccc(Nc2c([N+](=O)[O-])c(=O)oc3ccccc23)c1	0.4	11	-2	0.7	0	-35	-14	0	0
COc1ccc(C(=O)C2CCN(S(=O)(=O)c3ccc4c(c3)OCCO4)CC2)cc1	4.1	0	5	3.4	-2	-1	-8	29	-9
Next results:
SMILES	V1R ag counter	M1 PAM	TAAR1 agonist	OXTR ag	M1 ag	M1 antag	CHO parental Ca	TAAR1 antagonist	OXTR potentiator
CC(C)NC(=O)N1CCOCCOCCN(C(=O)NC(C)C)CCOCCOCC1	/	6	7	/	-2	-35	/	-2	/
COc1ccc(CNC(=O)CN(Cc2ccc(Cl)cc2)S(=O)(=O)c2ccccc2)cc1	0.0	-4	22	0.5	-5	2	-20	29	-11
CCOC(=O)N1CCC(NC(=O)CCN2C(=O)COc3ccccc32)CC1	0.9	-1	4	3.1	-3	1	-6	-10	-8
CCS(=O)(=O)N1CCC(C(=O)NCCc2ccc(C)cc2)CC1	0.2	2	6	-0.8	-4	-2	-5	12	0

Assay outcomes (PubChem BioAssay)

Random draw from the library (roughly 3.7% active in at least one column).
